S3 lipid droplet = qHTS Assay for Lipid Storage Modulators in Drosophila S3 Cells; Drosophila S3 cells, BODIPY lipid droplet fluorescence, 18-24 h; cells fed with added oleic acid; lipid storage change, negative = inhibition, % at the top dose, mostly 46.1 µM; hits show Potency in µM; 0.64% of 320,000 active; AID 2685; active = well fitted inhibition curve with a large enough effect in the signal ratio, with a control signal flat, not every such curve was filed as active; inconclusive = small, poorly fitted or top-dose-only effect, or effect the other way, or a change in a side signal; the % refers to the signal ratio
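Drosophila S3 cells loaded with oleic acid (400 uM, as added) and compounds at several concentrations; lipid droplets imaged by 488-nm laser-scanning cytometry, 500–530 nm intensity and object ratio to cell channel. Percent activity normalized to 20 uM Triacsin C.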
S3 lipid droplet cell count max = recorded beside S3 lipid droplet, whose call it bears; cell number change, %; measured here: cell count max response;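 cells counted by Cell Tracker Red CMTPX staining in the red channel; peak over a dose series mostly up to 46.1 µM; percent activity relative to internal control wells on each plate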
Starred values were filed as active, the others as inactive; i = inactive; ? = inconclusive; · = not tested or not shown; [ ] = remark or other dose. % is scaled to controls: 0 for no effect and ±100 for the full control effect; potency is read from the fitted curve at half-maximal effect. An excerpt; rates above refer to the full screens.

Values in the order – S3 lipid droplet | S3 lipid droplet cell count max
- C/C(=N\NC(=O)COc1cccc2ccccc12)c1cccs1
  -26% | 5
- CC(=O)c1cccc(NC(=O)C2CC(=O)N(CCc3ccccc3)C2)c1 (stereo not drawn)
  25% | ·
- Cc1ccc(NS(=O)(=O)c2ccc(C(=O)N3CCOCC3)cc2)cc1
  4%[0.0737 µM] | ·
- CCN(C(=O)COc1nc(C)cc(C)c1C#N)c1ccccc1
  13% | 15
- Cc1ccc2c(c1)c1c(n2CC(O)Cn2nc(C)c(Br)c2C)CCCC1 (stereo not drawn)
  ? | ·
- C1CCN(Cc2nnnn2C2CCCC2)CC1
  -2% | 6
- CCOCCSc1nc2c(c(-c3cccs3)c1C#N)CC/C2=C/c1cccs1
  ? | ·
- COC(=O)c1ccc(NC(C)C(=O)OC)c([N+](=O)[O-])c1 (stereo not drawn)
  ? | ·
- O=C(OCCN1CCCCC1)c1ccccc1Br
  -2% | ·
- O=C(CCn1nnc2ccccc21)N1CCC(O)(c2cccc(F)c2)CC1
  14% | -19
- O=C(Cc1cccs1)Nc1ccc(F)cc1
  -1% | 3
- Cc1cc(NC(=O)CSc2nc3sc(C)c(C)c3c(=O)n2C2CCCC2)no1
  -12% | ·
- Cc1ccc(S(=O)(=O)N2CCOCC2)cc1C(=O)Nc1ccccn1
  ? | ·
- O=C(Cn1c(C(=O)NCc2ccco2)cc2sccc21)c1ccccc1
  ? | ·
- CCC1(C)Cc2c(sc3nc(NC)n(C)c(=O)c23)CO1 (stereo not drawn)
  18% | ·

The list goes on (two carried over from the part before).
Values in the order – S3 lipid droplet | S3 lipid droplet cell count max
- O=C(Cn1c(C(=O)NCc2ccco2)cc2sccc21)c1ccccc1
  ? | ·
- CCC1(C)Cc2c(sc3nc(NC)n(C)c(=O)c23)CO1 (stereo not drawn)
  18% | ·
- O=C(/C=C/c1ccc(Cl)cc1)N(Cc1ccccc1)c1ccccn1
  7% | 9
- Cc1ccc(NC(=O)CN2CCN(C)CC2)cc1Br
  ? | ·
- COC(=O)c1[nH]c2ccccc2c1NC(=O)/C=C/c1ccc2c(c1)OCO2
  -16% | 16
- C=CCn1c(SCC(=O)Nc2ccc3c(c2)OCO3)nnc1-c1ccccc1O
  i | ·
- Cc1cccc(NC(=O)CC2(CC(=O)O)CCCC2)c1
  ? | ·
- Cc1ccc(-c2csc3ncnc(NCCC(=O)O)c23)cc1
  ? | ·
- COc1ccc(C2CN=NC2C(=O)c2ccccc2)cc1 (stereo not drawn)
  6% | -6
- Cn1c(=O)n(C)c2cc(CNc3ccc(N4CCOCC4)c(C(=O)O)c3)ccc21
  ? | ·
- O=C(/C=C1\NCC2c3ccccc3CCN2C1=O)c1ccccc1 (stereo not drawn)
  1% | 1
- Cc1ccccc1S(=O)(=O)Cc1ccc(C(=O)NC2CCCCC2)o1
  ? | ·
- CNC(=O)/C(C#N)=C/c1ccc(-c2ccc(Cl)cc2)o1
  ? | ·
- CCCCOC(=O)CSc1n[nH]c(=O)[nH]c1=O
  i | ·
- CSc1nc(N)c(C#N)c(-c2ccc(Cl)cc2)c1C#N
  ? | ·
- N#Cc1ccc(/C=C(\C(=O)C(=O)O)c2ccc3ccccc3n2)cc1
  0% | -9
- Cc1cccc(NC(=O)CSc2nnc(-c3cnccn3)n2Cc2ccco2)c1
  -10% | -6
- NC(=O)C1=C[C@H](c2csc3ccccc23)C[C@H](OCCCCO)O1
  1% | 6
- CCOc1ccccc1NC(=S)NCc1ccco1
  ? | ·
- Cn1nnc(NC(=O)c2ccc(Br)o2)n1
  ? | ·
- CCOC(=O)C(C(=O)N(C)C)c1ncc(C(F)(F)F)cc1Cl (stereo not drawn)
  -12% | -17
- Cc1ccc2nc3n(c2c1)CCCN3
  ? | ·
- CCOC(=O)Nc1ccc2c(c1)N(C(=O)CCN(C)C)c1ccccc1CC2
  -17% | 15
- c1ccc2[nH]c3cc4ncnc4cc3nc2c1
  3% | 20
- COC(=O)CC1C(=O)NCCN1C(=O)CSc1nc2ccccc2c(=O)n1CC(C)C (stereo not drawn)
  ? | ·
- O=C(NCc1ccccc1)C1=C[C@@H](C2CC2)C[C@@H](OCCCCO)O1
  10% | 2
- O=S(=O)(c1cccs1)n1cnc2ccccc21
  28% | 6
- Cc1cccc(CNC(=O)c2ccccc2NC(=O)C2=CSCCO2)c1
  ? | ·
- Cc1ccc(NC(=O)NC(=O)CSc2nnnn2C)c(C)c1
  ? | ·
- CCN1CCN(c2ccc(S(=O)(=O)N3CCOCC3)cc2NC(=O)c2ccccc2OC(F)F)CC1
  ? | ·
- CCOc1ccc(N(C)S(=O)(=O)c2cc(-c3cc(C)no3)ccc2CC)cc1
  i | -33
- CCOC(=O)N1CCN(C(=O)c2oc3ccc(S(=O)(=O)N4CC(C)CC(C)C4)cc3c2C)CC1 (stereo not drawn)
  ? | ·
- CN1CCc2c(sc(NC(=O)c3cc(Cl)sc3Cl)c2C(N)=O)C1
  ? | ·
- CCN(CC)c1ccc(S(=O)(=O)N2CCOCC2)cc1NC(=O)COC(=O)c1cccnc1SC
  ? | ·
- CCN(CC)S(=O)(=O)c1cccc(NC(=O)CSc2nc3ccccc3[nH]2)c1
  ? | ·
- COc1ccc(NC(=O)N/C=C/c2ccco2)cc1
  ? | ·
- CC(C)(C)c1ccc(NC(=O)Cn2cnc3cc([N+](=O)[O-])ccc3c2=O)cc1
  ? | ·
- CC(C)(C)OC(=O)N1CCC(c2c(C(=O)N3CCN(C4CCCCC4)CC3)cnn2-c2ccc(F)cc2)CC1
  ? | ·
- CNC(=O)CS(=O)(=O)CC(=O)Nc1cc(OC(C)C)c(Cl)cc1Cl
  17% | 8
- COc1ccccc1OC(C)c1nnc(SCC(=O)Nc2c(C)n(C)n(-c3ccccc3)c2=O)n1-c1ccccc1 (stereo not drawn)
  -25% | 10
- CN1CCN(S(=O)(=O)c2cc(Cl)c(Cl)cc2Cl)CC1
  ? | ·
- COc1ccc(-n2ncc3c(N(C)C4CCCCC4)ncnc32)cc1
  ? | ·
- CS(=O)(=O)N(CC(=O)N1CCOCC1)Cc1ccc(Cl)cc1
  ? | ·
- CCOC(=O)c1c(C)[nH]c(C(=O)COC(=O)COc2ccccc2C)c1C
  ? | ·
- COC(=O)CCC(=O)OC1(C)C(=O)C=C2C=C(C3CC3)N(c3ccccc3)C=C2C1=O (stereo not drawn)
  15% | -2
- Cc1cc(C)cc(NC(=O)CCOc2ccccc2)c1
  7% | 23
- CC(c1ccccc1)c1nnc(N)s1 (stereo not drawn)
  ? | ·
- CC(=O)N(CCN(C(C)=O)c1ccccc1)c1ccccc1
  10% | -7
- COc1ccc(/C=C/C(=O)Oc2cc(C)[nH]c(=O)c2[N+](=O)[O-])cc1OC
  0% | 3
- COCCn1c(COc2cccc(OC)c2)nnc1SCC(=O)N1CCOCC1
  10% | 3
- C=CCOc1c(Br)cc(CNn2c(C)n[nH]c2=S)cc1OCC
  ? | ·
- CC1CCCCN1C(=O)CSc1nnc(-c2cccnc2)o1 (stereo not drawn)
  i | 26
- O=S(=O)(NCC1(N2CCOCC2)CCCCC1)c1ccc(F)cc1
  0% | -17
- c1csc(-c2nc(-c3ccc(-c4ccon4)s3)no2)c1
  1% | 0
- Cc1cc(NC(=O)c2cccs2)cc(-c2nc3ncccc3o2)c1O
  ? | ·
- COCn1c(COc2ccc3ccccc3c2)nc2ccccc21
  -1% | -12
- CCCCc1c(C)[nH]c(C(=O)OCC)c1C
  ? | ·
- COc1cccc(C(=O)Nc2cccc(SC)c2)c1
  ? | ·
- CS(=O)(=O)N(CC(=O)Nc1cc(Cl)ccc1Cl)c1ccccc1Cl
  ? | ·
- O=C(Cn1cnc2c(cnn2-c2ccccc2)c1=O)NCCc1ccccc1
  -3% | -12
- N#Cc1cc(C(=O)c2ccccc2OCC(=O)Nc2ccccc2)cn(C2CCCCC2)c1=O
  4% | 9
- O=C(Nc1ccccn1)c1ccc2ccccc2n1
  i | -18

Remaining list, next part.
Values in the order – S3 lipid droplet | S3 lipid droplet cell count max
- Nc1ccccc1C(=O)NCCN1CCNC1=O
  0% | 16
- CC1CCCCN1CC(=O)NC(=O)NCc1ccccc1 (stereo not drawn)
  ? | ·
- COc1ccc(C2(O)CCN(C(=O)Cc3cccnc3)CC2)cc1
  i | 19
- Cc1ccc(NC2=C(Cl)C(=O)OC2OC(=O)c2ccccc2)c(C)c1 (stereo not drawn)
  3% | -9
- Cc1ccc(OCC(O)CN2CCN(CC(O)COc3ccc(C)cc3)CC2)cc1 (stereo not drawn)
  13% | -11
- Cc1cc(C)c2c(N=NN3CCCCC3)[nH]nc2n1
  12% | 3
- O=C(NCCN1CCOCC1)/C(=C\c1ccccc1Cl)NC(=O)c1ccccc1
  i | 24
- COc1ccc(CCNC(=O)C(=O)NCc2ccc(C(C)C)cc2)cc1OC
  1% | -5
- Cc1nc(SCC(=O)N2CCCc3ccccc32)c2oc3ccccc3c2n1
  4% | 7
- COc1ccccc1NC(=O)N1CCN(c2cccc(C(F)(F)F)c2)CC1
  ? | ·
- COc1ccc(S(=O)(=O)N2CCOCC2)cc1NC(=O)Cc1ccc2c(c1)OCCO2
  ? | ·
- O=C(COC(=O)c1ccccc1C(=O)c1ccccc1)NCCc1ccccc1
  -12% | -10
- Cc1ccc(N=C2C(=O)Nc3ccccc32)cc1
  ? | ·
- Cc1ccc(C(=O)Nc2cc([N+](=O)[O-])ccc2F)s1
  ? | ·
- O=C(c1ccccn1)N(Cc1cc2ccccc2[nH]c1=O)C1CCCCC1
  14% | 1

The final 3 records of the part above lead into the next:
Values in the order – S3 lipid droplet | S3 lipid droplet cell count max
- Cc1ccc(N=C2C(=O)Nc3ccccc32)cc1
  ? | ·
- Cc1ccc(C(=O)Nc2cc([N+](=O)[O-])ccc2F)s1
  ? | ·
- O=C(c1ccccn1)N(Cc1cc2ccccc2[nH]c1=O)C1CCCCC1
  14% | 1
- CC1Cc2nc(SCC(=O)NCCc3ccccc3)n(C)c(=O)c2S1 (stereo not drawn)
  10% | -1
- COC(=O)c1cc(NC(C)=O)ccc1N1CCOCC1
  11% | -16
- CC(C)(C)SCCNC(=O)CN(c1ccc(F)c(Cl)c1)S(C)(=O)=O
  -12% | ·
- O=C(NC1CCN(C(=O)Nc2ccccc2Cl)CC1)c1ccccc1
  ? | ·
- O=C(NCC1CCCO1)c1onc(CSc2ccccc2)c1C(=O)O (stereo not drawn)
  -3% | -1
- O=C(CCn1cccc1)Nc1cccc(F)c1
  ? | ·
- CC(=O)c1cc(-c2ccccc2)n(CC(=O)NC(C)(C)C)c1C
  -6% | 3
- CCOc1ccc(CCNC(=O)CCNC(=O)c2ccco2)cc1OCC
  7% | 13
- O=C(NC1(Cc2ccccc2)CCN(Cc2ccc(-c3ccccc3)cc2)C1=O)c1ccccc1 (stereo not drawn)
  ? | ·
- Cc1nnc(SCC(=O)NCc2ccccc2)[nH]c1=O
  i | -3
- N#C/C(=N\Nc1ccccc1)C(N)=S
  3% | 6
- Cn1c(COc2ccc(F)cc2)nnc1SCC(=O)NC1CC1
  ? | ·
- CCC(C)c1ccc(NC(=O)C2CCN(c3ccc(C(F)(F)F)cn3)CC2)cc1 (stereo not drawn)
  -5% | -12
- Cc1noc(C)c1CSCC(=O)N(C)CC(=O)Nc1ccc(Cl)c(Cl)c1
  ? | ·
- CCN(CC)C(=O)CSc1ncnc2c1cnn2Cc1ccccc1
  ? | ·
- O=C(COC(=O)Cc1ccccc1F)Nc1ccc(SC(F)F)cc1
  12% | 25
- O=C(N/N=C/c1c[nH]c2ccc(Br)cc12)c1ccn(Cc2ccc(Cl)cc2)n1
  ? | ·
- COc1cc(N2Cc3ccccc3C2)ccc1C=O
  -7% | 11
- CCOc1ccc(OCCOCCOc2ccccc2Cl)cc1
  ? | ·
- CC(=O)Nc1ccc(S(=O)(=O)N2CCN(C3CCCCCCC3)CC2)cc1
  17% | -4
- O=C(CS(=O)CC(=O)Nc1ccccc1-c1ccccc1)Nc1ccc(F)cc1 (stereo not drawn)
  ? | ·
- O=C(Nc1ccccc1)C1=C[C@H](c2ccccc2)C[C@H](OCc2ccc(CO)cc2)O1
  ? | ·
- Cc1ccc(/C=N/NC(=O)CSc2nc3nc(C)cc(C)n3n2)cc1
  ? | ·
- COc1ccc(C2=Nc3cc(C)ccc3OC2)cc1
  6% | -30
- CCOCCCNc1ccc(N2C(=O)CCCC2=O)cc1[N+](=O)[O-]
  ? | ·
- N#Cc1cccc(NC(=O)CNc2cccc(S(=O)(=O)N3CCCC3)c2)c1
  ? | ·
- COc1ccc(N(Cc2cc3ccccc3[nH]c2=O)S(C)(=O)=O)cc1
  ? | ·
- C/C(=N/NC(=O)Cc1c(C)[nH][nH]c1=O)c1ccc(O)cc1
  -3% | -3
- CCOC(=O)c1ccc(NC(=O)CN2C(=O)CCC2=O)cc1
  5% | 11
- CCN(CC)S(=O)(=O)c1ccc(C(=O)Oc2ccc3c(c2)OCO3)cc1
  ? | ·
- Cc1ccc(CNS(=O)(=O)c2ccc3c(c2)C(C)(C)C(=O)N3C)cc1
  -12% | -20
- CC(C)NC(=O)c1cc(-c2ccco2)on1
  4% | 15
